# Screens deposited in PubChem BioAssay by Sanford-Burnham Center for Chemical Genomics.
# Mdm2-MdmX inh – disrupts the human Mdm2-MdmX interaction | O15151+Q00987 | SaOS-2 split-luciferase Mdm2/MdmX complementation, luminescence | inhibition, % at 8 µM | 330,000 compounds, 3% hits | AID 485346;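 active = inhibition of at least 50% at 8 µM in the primary screen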
# Gli-Sufu block – Gli-Sufu pathway antagonism; Sufu-KO-LIGHT fibroblasts, Gli luciferase reporter luminescence; 340,000 compounds, 0.74% hits; inhibition, % at 5 µM;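 active = inhibition above about 55%, limit read from the data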;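 also: 0% = DMSO-treated cells and 100% = wells with medium but no cells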
# 697 NFkB inh – lowers PMA/ionomycin-induced NF-kB signal in 697 B cells; inhibition, % at 4 µM; 330,000 compounds, 0.33% hits; 697 B-cell NF-kB luciferase reporter, 16 h; AID 435022; in the data active = inhibition above about 35%
# Jurkat NFkB inh – lowers PMA/ionomycin-induced NF-kB signal in Jurkat cells; AID 435003; PMA/ionomycin-induced NF-kB luciferase reporter, luminescence; 330,000 compounds, 0.53% hits; inhibition, % at 4 µM; in the data active = inhibition above about 50%
# CCR6 antag – CCR6 (human) receptor antagonism. CHO-K1 CCR6 PathHunter beta-arrestin, luminescence, CCL20-stimulated. inhibition, % at 20 µM. 340,000 compounds, 0.49% hits. AID 493098;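 active = compounds whose inhibition of the agonist-driven luminescence signal at 20 µM reaches about 50%, limit read from the data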;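 also: cells stimulated with CCL20 at 14 nM final; plate controls were DMSO with CCL20 for no effect and DMSO without agonist for full effect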
# Target sequence (P51684 whole entry, looked up): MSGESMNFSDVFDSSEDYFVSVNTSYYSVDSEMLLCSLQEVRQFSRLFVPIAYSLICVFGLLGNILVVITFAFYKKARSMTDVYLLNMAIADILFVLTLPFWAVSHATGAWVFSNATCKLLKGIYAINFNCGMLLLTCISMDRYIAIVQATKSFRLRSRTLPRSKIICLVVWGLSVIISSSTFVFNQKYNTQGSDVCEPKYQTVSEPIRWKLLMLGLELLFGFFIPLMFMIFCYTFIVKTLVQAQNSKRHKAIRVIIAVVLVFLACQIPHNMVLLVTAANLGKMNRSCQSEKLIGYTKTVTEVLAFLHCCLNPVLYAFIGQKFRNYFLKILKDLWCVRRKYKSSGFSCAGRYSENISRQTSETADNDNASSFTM
# CHOP UPR activ – apoptotic UPR (CHOP) activation; CHO-CHOP luciferase reporter, luminescence; percent of tunicamycin response over DMSO baseline; activation, % at 10 µM; 330,000 compounds, 0.34% hits;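 active = at 10 µM dose, activation of 40% or more, normalized to positive control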;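 also: 100% = tunicamycin at 10 µg/mL and 0% = DMSO alone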
#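 measured by = luciferase luminescence | assay system = CHO-CHOP cells, stable luciferase reporter of PERK-eIF2a-CHOP signalling | amount = 500 reporter cells seeded per well | timing = 6 h compound exposure at 37 °C after overnight seeding | controls = positive tunicamycin 10 µg/mL, negative DMSO alone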
# CXCR6 inh – CXCR6 (human) receptor inhibition; CHO-K1 PathHunter CXCR6 beta-arrestin, luminescence; inhibition, % at 20 µM; 360,000 compounds, 0.36% hits; AID 602244; in the data active = inhibition above about 34%, passing the limit was not always enough;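 also: antagonist mode with CXCL16 agonist at 10 nM final; 0% = 10 nM CXCL16 with DMSO and 100% = unstimulated wells without agonist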
# Target sequence (O00574 whole entry, looked up): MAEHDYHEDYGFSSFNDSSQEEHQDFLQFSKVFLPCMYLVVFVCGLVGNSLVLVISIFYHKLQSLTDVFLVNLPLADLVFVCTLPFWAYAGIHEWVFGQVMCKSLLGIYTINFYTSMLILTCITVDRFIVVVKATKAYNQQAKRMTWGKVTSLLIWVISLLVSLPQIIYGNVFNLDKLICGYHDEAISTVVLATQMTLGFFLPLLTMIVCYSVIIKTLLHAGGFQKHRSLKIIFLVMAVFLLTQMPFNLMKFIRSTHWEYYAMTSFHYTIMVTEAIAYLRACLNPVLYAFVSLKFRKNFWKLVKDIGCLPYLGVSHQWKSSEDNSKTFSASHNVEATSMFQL
# EBI2 antag – antagonists of human EBI2 receptor | EBI2 beta-arrestin recruitment, luminescence, 7a,25-OHC stimulated | inhibition, % at 5 µM | 360,000 compounds, 0.81% hits; in the data active = inhibition above about 38%;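 also: enzyme fragment complementation signal reports receptor beta-arrestin coupling in cells; 0% = agonist plus DMSO wells and 100% = wells without agonist; some results beyond the cut were filed as inactive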
# Target sequence (P32249 whole entry, looked up, the tested form may be a part): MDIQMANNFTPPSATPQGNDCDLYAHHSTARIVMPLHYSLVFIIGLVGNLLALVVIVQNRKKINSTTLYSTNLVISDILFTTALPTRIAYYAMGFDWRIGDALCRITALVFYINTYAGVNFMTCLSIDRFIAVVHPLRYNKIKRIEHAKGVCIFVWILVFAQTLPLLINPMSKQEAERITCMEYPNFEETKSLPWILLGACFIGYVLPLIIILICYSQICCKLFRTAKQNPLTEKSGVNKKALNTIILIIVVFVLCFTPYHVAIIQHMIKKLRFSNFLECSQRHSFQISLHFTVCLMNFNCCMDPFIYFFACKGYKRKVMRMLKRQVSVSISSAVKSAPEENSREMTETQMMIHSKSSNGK
# XBP1 UPR activ – adaptive UPR (XBP1) activation; CHO-XBP1 luciferase reporter, IRE1-XBP1 UPR activation, luminescence; percent of tunicamycin response, DMSO as zero; activation, % at 20 µM; 330,000 compounds, 0.33% hits;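 active = versus positive control, 20 µM dose yields 30% or more activation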;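 also: 100% = tunicamycin at 10 µg/mL and 0% = DMSO only wells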
#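 Material: IRE1-XBP1 luciferase reporter CHO line / Quantity: one thousand reporter cells per well / Buffer or medium: F12 with 10% serum / Compound: 20 µM single concentration, DMSO 1% / Times: 6 h treatment, 37 °C / Detection: Steady-Glo luciferase glow luminescence, 10 min after reagent addition / Benchmarks: tunicamycin high, DMSO low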
# An asterisk follows results filed as active; / = not tested or not shown.
1. C/C=C/C=N/Nc1nc(C)cc(=O)[nH]1
2. CCCCNCc1nc2ccccc2c(=O)[nH]1
3. Cc1nnc(SCc2cc([N+](=O)[O-])cc3c2OCOC3)n(N)c1=O
4. CC(C)Cn1c(SCC(=O)N2CC(=O)Nc3ccccc32)nc2ccccc21
5. O=S(=O)(NCc1cc(-c2ccccc2)no1)c1ccccc1Cl
6. CCCC1CCc2[nH]nc(C(=O)NN)c2C1 (configuration not stated)
7. Brc1ccc(CN2C3=NCCCN3c3ccccc32)cc1
8. CCn1cc(C(=O)N2CCc3ccccc32)c(=O)c2cc(S(=O)(=O)N3CCCC3)ccc21
compound no.,1,2,3,4,5,6,7,8
Mdm2-MdmX inh,-17,-7,-3,21,32,3,5,-13
Gli-Sufu block,-9,-15,-7,0,-3,-5,27,-3
697 NFkB inh,9,15,12,1,20,-13,-28,23
Jurkat NFkB inh,8,-11,7,-3,13,-19,0,-15
CCR6 antag,5,2,1,8,12,-3,25,1
CHOP UPR activ,-0.5,3.8,-0.2,0.3,-0.5,-1.0,0.1,0.8
CXCR6 inh,1,-6,3,2,6,-12,7,-2
EBI2 antag,-9,-3,2,-18,14,1,12,-5
XBP1 UPR activ,1,-2,1,-2,-3,-2,5,-1

9. COc1cccc2cc(C(=O)NCc3ccccn3)c(=O)oc12
10. CCc1cccc(NS(=O)(=O)c2c(C)n[nH]c2C)c1
11. CCc1ccc(C(=O)NNC(=O)c2n[nH]c(=O)c3ccccc23)cc1
12. COc1ccc(Cn2c(=O)[nH]c3cc(C(=O)NCCc4ccc(S(N)(=O)=O)cc4)ccc3c2=O)cc1
13. C=CCn1c(SCC(N)=O)nc2nc3c(cc2c1=O)COC(C)(C)C3
14. N/C(=N\OC(=O)c1cccnc1)c1ccc(Cl)cc1Cl
15. Cc1cc(C)c(NC(=O)CSc2ccc(-c3cccnc3)nn2)c(C)c1
16. CCCn1c(=O)c2c(C(F)(F)F)cc(-c3cccs3)nc2n(CCC)c1=O
compound no.,9,10,11,12,13,14,15,16
Mdm2-MdmX inh,-19,-6,-8,30,-2,2,16,-10
Gli-Sufu block,0,3,-4,-7,1,-24,-5,20
697 NFkB inh,0,20,6,-11,-1,-9,13,-61
Jurkat NFkB inh,-1,-3,-1,-6,7,-30,8,22
CCR6 antag,4,10,1,-21,3,-9,3,0
CHOP UPR activ,3.1,-0.4,1.0,4.8,0.0,2.2,1.4,1.3
CXCR6 inh,5,-6,-1,-4,0,-6,1,3
EBI2 antag,-10,-1,4,-1,-11,-1,-1,6
XBP1 UPR activ,2,0,0,1,-1,2,-1,-1

17. CCc1ccc(OCC(=O)NNC(=O)CSc2ncnc3sc(C)c(C)c23)cc1
18. Cc1nc2sc(-c3ccccc3)nn2c(=O)c1Br
19. N#Cc1ccc(C(=O)N(Cc2ccccc2)c2ccccc2)cc1
20. Oc1ccc2ccccc2c1/C=N/c1nc2c(s1)CCCC2
21. COc1ccc(-c2cc(C(=O)N3CCCCCC3)c3ccccc3n2)cc1
22. CC(=O)Nc1ccc(S(=O)(=O)Nc2ccc(S(=O)(=O)Nc3ncccn3)cc2)cc1
23. Cc1ccsc1/C=N\NC(=O)Cn1nnc2ccccc21
24. CCOC(=O)N1CCN(Cc2cn3ccccc3n2)CC1
compound no.,17,18,19,20,21,22,23,24
Mdm2-MdmX inh,8,-109,-17,29,3,1,21,-24
Gli-Sufu block,0,-63,0,19,50,14,-15,10
697 NFkB inh,15,-95,-19,19,-27,6,-24,-32
Jurkat NFkB inh,9,-118,-17,17,-9,11,16,-1
CCR6 antag,2,1,19,1,26,8,-2,-6
CHOP UPR activ,0.6,0.6,-1.1,-3.5,-0.2,3.3,3.4,-1.7
CXCR6 inh,-2,6,-5,-11,4,-11,-4,4
EBI2 antag,70*,-9,9,-14,4,9,-10,-8
XBP1 UPR activ,3,-5,3,2,5,9,0,-3

25. CC1(C)C=C2[C@H]3CC[C@@H]4[C@@]5(C)CCC(=O)C(C)(C)[C@@H]5CC[C@@]4(C)[C@]3(C)CC[C@@]2(C(=O)O)CC1
26. COc1ccc(OC)c(NC(=O)COC(=O)/C=C/c2ccco2)c1
27. CNC(=O)NC(=O)COC(=O)c1ccccc1OCc1ccccc1
28. CCCCc1c(C)nc2nc(SCc3ccc(Cl)cc3)[nH]n2c1=O
29. CN(C)c1cccc(C(=O)NCc2ccccc2Cl)c1
30. Cc1ccc(NC2=C(Cl)C(=O)c3ccccc3C2=O)cc1
31. COC(=O)C1CC(C(=O)OC)C2C(C(=O)OC)CC(C(=O)OC)C12 (configuration not stated)
32. COc1ccc(Cl)cc1NC(=O)CN1CCN(S(=O)(=O)N2CCC(C)CC2)CC1
compound no.,25,26,27,28,29,30,31,32
Mdm2-MdmX inh,15,9,4,/,9,/,/,32
Gli-Sufu block,-13,2,3,-6,-7,5,3,23
697 NFkB inh,11,-5,21,/,-6,/,/,9
Jurkat NFkB inh,0,2,1,/,-29,/,/,-7
CCR6 antag,11,10,5,-4,5,46,6,17
CHOP UPR activ,2.4,0.5,0.0,/,5.5,/,/,3.0
CXCR6 inh,-4,4,6,-8,-9,7,0,-4
EBI2 antag,7,-4,-12,-13,-1,30,-8,21
XBP1 UPR activ,3,4,2,/,2,/,/,-4

33. Cc1ccc(C(=O)c2c3ccc(N)cc3nn2CCC(N)=O)cc1
34. CCOC(=O)C1(CC2CC2)CCN(Cc2cn(C)c3ccccc23)CC1
35. Cc1cccc(NC(=O)/C(C#N)=C/c2ccccc2Cl)n1
36. COc1cccc(C(=O)NC2CCN(CC(=O)NCc3ccccc3F)CC2)c1
37. CCC(=O)Nc1ccc(Cl)c(NC(=S)NC(C)=O)c1
38. Cc1ccccc1CN1C(=O)C(O)(CC(=O)c2ccncc2)c2ccccc21 (configuration not stated)
39. CC(C)N(CCn1c(SCC(=O)Nc2cccnc2Cl)nc2ccccc2c1=O)C(C)C
40. CCc1c(C2(O)CCCCC2)[nH]c2ccc(C(F)(F)F)cc12
compound no.,33,34,35,36,37,38,39,40
Mdm2-MdmX inh,8,25,24,23,-3,26,10,82*
Gli-Sufu block,-12,43,-2,14,7,-82,26,-6
697 NFkB inh,4,-7,-2,5,1,-6,-6,-211
Jurkat NFkB inh,11,16,-2,12,0,-2,-14,11
CCR6 antag,9,6,15,9,8,49,4,-4
CHOP UPR activ,0.5,-0.9,1.9,1.1,0.1,5.3,-2.7,-1.9
CXCR6 inh,-17,-17,-23,-14,-7,-25,10,-16
EBI2 antag,-24,0,-11,-8,-4,2,6,-2
XBP1 UPR activ,2,1,-3,-4,2,8,0,1

41. O=C(NCc1ccncc1)C(=O)NCC1OCCCN1S(=O)(=O)c1ccccc1 (configuration not stated)
42. COc1ccc(OC)c(NC(=O)CCN2CCCCC2)c1
43. O=C(Nc1ccc(Cl)cn1)Nc1ccccc1Cl
44. Cc1ccc(S(=O)(=O)N(CCC#N)C2CCCCC2)c2nsnc12
45. Cc1cc2ncn(C(=O)c3c(-c4ccccc4)noc3C)c2cc1C
46. CC(=Nc1ccccc1)Nc1ccccc1
47. CCc1c(C)nc2ncnn2c1N1CCC(C(=O)NCc2ccc3c(c2)OCO3)CC1
48. Cc1cc(CN(C)C(=O)c2ccc(OC3CCN(S(=O)(=O)N(C)C)CC3)cc2)n[nH]1
compound no.,41,42,43,44,45,46,47,48
Mdm2-MdmX inh,0,0,0,-8,32,16,22,20
Gli-Sufu block,-4,1,-28,-3,-4,8,0,1
697 NFkB inh,-34,10,-41,16,13,9,-3,3
Jurkat NFkB inh,5,5,-24,5,15,-15,-6,7
CCR6 antag,0,11,8,11,9,-6,8,3
CHOP UPR activ,-0.9,-0.1,2.9,0.5,0.4,0.2,-0.9,1.0
CXCR6 inh,-25,-2,4,-1,0,-6,1,-2
EBI2 antag,-15,-1,-5,-18,-3,1,5,-8
XBP1 UPR activ,0,2,1,-4,-3,-1,-1,-4

49. CCc1cccc(C)c1NC(=O)CN1CCN(S(=O)(=O)c2ccc(C(C)(C)C)cc2)CC1
50. O=C(CSc1nccc(=O)[nH]1)Nc1cc(C(F)(F)F)ccc1N1CCOCC1
51. COc1ccc(Cc2c(O)nc(SCC(=O)N3CCOCC3)[nH]c2=O)cc1
52. O=C(COC(=O)CCNS(=O)(=O)c1ccccc1)NC(=O)Cc1ccccc1
53. CS(=O)c1ccccc1COC(=O)Nc1ccccc1 (configuration not stated)
54. CC(=O)c1ccc(N2CCN(C(=O)Nc3ccc(F)cc3)CC2)cc1
55. O=C1CCCCC1S(=O)(=O)c1ccccc1 (configuration not stated)
56. COc1ccc(N(CC(=O)Nc2ccccc2OC)S(=O)(=O)c2ccccc2)cc1Cl
compound no.,49,50,51,52,53,54,55,56
Mdm2-MdmX inh,-13,-7,-1,-2,11,1,26,4
Gli-Sufu block,14,-5,3,9,2,/,0,-11
697 NFkB inh,32,-15,-5,13,11,-20,2,10
Jurkat NFkB inh,28,-16,-12,-5,-2,18,-2,10
CCR6 antag,3,12,6,-4,1,/,-2,15
CHOP UPR activ,0.0,1.4,-0.1,-0.5,1.4,-0.3,-0.9,2.4
CXCR6 inh,-1,-2,-12,1,-8,-9,-1,11
EBI2 antag,-4,-2,0,2,-15,-7,-9,4
XBP1 UPR activ,0,4,-4,-2,-1,-2,-2,-5

# Part of the list above, with two lines to a compound.
# Each structure is followed by: Mdm2-MdmX inh	Gli-Sufu block	697 NFkB inh	Jurkat NFkB inh	CCR6 antag	CHOP UPR activ	CXCR6 inh	EBI2 antag	XBP1 UPR activ
(43) O=C(Nc1ccc(Cl)cn1)Nc1ccccc1Cl
→ 0	-28	-41	-24	8	2.9	4	-5	1
(44) Cc1ccc(S(=O)(=O)N(CCC#N)C2CCCCC2)c2nsnc12
→ -8	-3	16	5	11	0.5	-1	-18	-4
(45) Cc1cc2ncn(C(=O)c3c(-c4ccccc4)noc3C)c2cc1C
→ 32	-4	13	15	9	0.4	0	-3	-3
(46) CC(=Nc1ccccc1)Nc1ccccc1
→ 16	8	9	-15	-6	0.2	-6	1	-1
(47) CCc1c(C)nc2ncnn2c1N1CCC(C(=O)NCc2ccc3c(c2)OCO3)CC1
→ 22	0	-3	-6	8	-0.9	1	5	-1
(48) Cc1cc(CN(C)C(=O)c2ccc(OC3CCN(S(=O)(=O)N(C)C)CC3)cc2)n[nH]1
→ 20	1	3	7	3	1.0	-2	-8	-4
(49) CCc1cccc(C)c1NC(=O)CN1CCN(S(=O)(=O)c2ccc(C(C)(C)C)cc2)CC1
→ -13	14	32	28	3	0.0	-1	-4	0
(50) O=C(CSc1nccc(=O)[nH]1)Nc1cc(C(F)(F)F)ccc1N1CCOCC1
→ -7	-5	-15	-16	12	1.4	-2	-2	4
(51) COc1ccc(Cc2c(O)nc(SCC(=O)N3CCOCC3)[nH]c2=O)cc1
→ -1	3	-5	-12	6	-0.1	-12	0	-4
(52) O=C(COC(=O)CCNS(=O)(=O)c1ccccc1)NC(=O)Cc1ccccc1
→ -2	9	13	-5	-4	-0.5	1	2	-2
(53) CS(=O)c1ccccc1COC(=O)Nc1ccccc1 (configuration not stated)
→ 11	2	11	-2	1	1.4	-8	-15	-1
